From PubChem
NSD2 inh: inhibitors of human NSD2 methyltransferase; inhibition, % at 12.5 µM; NSD2-SET H3K36me1 DELFIA fluorescence, biochemical; actives 0.07% (n = 44,000); AID 624260; O96028; in the data active means inhibition above about 54%, passing the limit was not always enough;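 further: inhibitors reduce the monomethyl H3K36 fluorescence signal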
Target sequence (O96028 whole entry, looked up): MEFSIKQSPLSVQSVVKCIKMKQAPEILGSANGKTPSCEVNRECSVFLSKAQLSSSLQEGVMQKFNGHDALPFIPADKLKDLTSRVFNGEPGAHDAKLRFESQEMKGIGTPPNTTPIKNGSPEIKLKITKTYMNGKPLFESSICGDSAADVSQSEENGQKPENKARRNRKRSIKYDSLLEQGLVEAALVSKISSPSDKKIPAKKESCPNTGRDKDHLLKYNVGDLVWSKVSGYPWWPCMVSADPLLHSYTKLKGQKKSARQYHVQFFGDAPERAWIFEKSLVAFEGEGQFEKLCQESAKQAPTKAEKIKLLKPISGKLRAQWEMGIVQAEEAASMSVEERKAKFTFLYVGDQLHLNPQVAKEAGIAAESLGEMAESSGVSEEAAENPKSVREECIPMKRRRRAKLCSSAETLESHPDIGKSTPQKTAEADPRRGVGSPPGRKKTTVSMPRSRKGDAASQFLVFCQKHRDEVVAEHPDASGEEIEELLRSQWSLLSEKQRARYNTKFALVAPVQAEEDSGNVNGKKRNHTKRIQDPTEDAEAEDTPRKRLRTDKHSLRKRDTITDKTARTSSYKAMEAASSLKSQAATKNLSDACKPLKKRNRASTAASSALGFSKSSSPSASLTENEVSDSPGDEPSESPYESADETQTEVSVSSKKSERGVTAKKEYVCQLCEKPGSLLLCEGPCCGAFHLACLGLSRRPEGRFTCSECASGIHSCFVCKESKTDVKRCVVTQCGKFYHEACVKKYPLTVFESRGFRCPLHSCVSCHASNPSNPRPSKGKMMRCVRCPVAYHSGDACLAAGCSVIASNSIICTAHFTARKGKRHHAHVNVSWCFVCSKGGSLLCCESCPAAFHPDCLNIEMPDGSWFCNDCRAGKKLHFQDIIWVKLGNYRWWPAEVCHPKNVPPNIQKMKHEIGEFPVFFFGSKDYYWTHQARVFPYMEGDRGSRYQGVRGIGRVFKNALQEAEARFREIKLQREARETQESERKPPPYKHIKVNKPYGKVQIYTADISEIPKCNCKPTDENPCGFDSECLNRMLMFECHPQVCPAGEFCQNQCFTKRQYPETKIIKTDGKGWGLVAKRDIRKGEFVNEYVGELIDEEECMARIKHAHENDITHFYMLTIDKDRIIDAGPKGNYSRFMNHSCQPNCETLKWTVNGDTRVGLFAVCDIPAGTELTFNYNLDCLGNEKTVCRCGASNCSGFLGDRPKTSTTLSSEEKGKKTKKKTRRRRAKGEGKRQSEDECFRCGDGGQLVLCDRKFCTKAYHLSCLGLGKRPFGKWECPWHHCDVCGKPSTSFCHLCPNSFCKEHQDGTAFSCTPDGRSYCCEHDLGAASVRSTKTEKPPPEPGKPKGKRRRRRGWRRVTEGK
* hit, by the source's call. A portion of the library; count on the stated rates, not on these rows.

The first seven records as a preview:
| NSD2 inh | SMILES |
| --- | --- |
| 1 | C[C@@H]1CN([C@@H](C)CO)S(=O)(=O)c2ccc(-c3cccc(C#N)c3)cc2O[C@@H]1CN(C)Cc1cccc(F)c1 |
| -4 | CC(=O)N(C)C[C@H]1Oc2ncc(C#Cc3ccccn3)cc2C(=O)N([C@H](C)CO)C[C@H]1C |
| 0 | COc1ccc(CN(C)C[C@H]2Oc3ccc(NC(=O)C4CC4)cc3CC(=O)N([C@@H](C)CO)C[C@H]2C)cc1 |
| 1 | Cc1noc(C)c1NC(=O)Nc1ccc2c(c1)C(=O)N([C@@H](C)CO)C[C@@H](C)[C@@H](CN(C)C(=O)NC1CCCCC1)OCCCC[C@@H](C)O2 |
| 3 | C/C=C/c1ccc2c(c1)O[C@H](CN(C)C(=O)CC1CC1)[C@H](C)CN([C@H](C)CO)S2(=O)=O |
| -1 | C[C@H]1CN([C@@H](C)CO)C(=O)Cc2cc(NS(=O)(=O)c3cccs3)ccc2O[C@@H]1CN(C)Cc1ccc(C(=O)O)cc1 |
| 3 | C[C@@H]1CN([C@@H](C)CO)C(=O)c2cc(C#C[C@@H](C)O)cnc2O[C@H]1CN(C)CC1CCOCC1 |

This part in full, from the first entry:
| NSD2 inh | SMILES |
| --- | --- |
| 1 | C[C@@H]1CN([C@@H](C)CO)S(=O)(=O)c2ccc(-c3cccc(C#N)c3)cc2O[C@@H]1CN(C)Cc1cccc(F)c1 |
| -4 | CC(=O)N(C)C[C@H]1Oc2ncc(C#Cc3ccccn3)cc2C(=O)N([C@H](C)CO)C[C@H]1C |
| 0 | COc1ccc(CN(C)C[C@H]2Oc3ccc(NC(=O)C4CC4)cc3CC(=O)N([C@@H](C)CO)C[C@H]2C)cc1 |
| 1 | Cc1noc(C)c1NC(=O)Nc1ccc2c(c1)C(=O)N([C@@H](C)CO)C[C@@H](C)[C@@H](CN(C)C(=O)NC1CCCCC1)OCCCC[C@@H](C)O2 |
| 3 | C/C=C/c1ccc2c(c1)O[C@H](CN(C)C(=O)CC1CC1)[C@H](C)CN([C@H](C)CO)S2(=O)=O |
| -1 | C[C@H]1CN([C@@H](C)CO)C(=O)Cc2cc(NS(=O)(=O)c3cccs3)ccc2O[C@@H]1CN(C)Cc1ccc(C(=O)O)cc1 |
| 3 | C[C@@H]1CN([C@@H](C)CO)C(=O)c2cc(C#C[C@@H](C)O)cnc2O[C@H]1CN(C)CC1CCOCC1 |
| -5 | COc1ccnc(CS(=O)c2nc3ccc(OC(F)F)cc3[nH]2)c1OC (centres undefined) |
| -2 | C[C@@H]1CN([C@H](C)CO)C(=O)Cc2cc(NC(=O)Nc3ccccc3)ccc2O[C@@H]1CN(C)S(=O)(=O)c1ccccc1 |
| -1 | C[C@H]1CN([C@@H](C)CO)C(=O)c2cccc(NC(=O)Nc3ccc(C(F)(F)F)cc3)c2O[C@H]1CN(C)Cc1ccc(Oc2ccccc2)cc1 |
| -2 | C[C@@H]1CN([C@@H](C)CO)C(=O)c2cc(NC(=O)c3ccncc3)ccc2O[C@@H](C)CCCCO[C@@H]1CN(C)C(=O)Nc1cccc2ccccc12 |
| 2 | CC(C)C#Cc1cnc2c(c1)C(=O)N([C@H](C)CO)C[C@@H](C)[C@@H](CN(C)C(=O)CC1CC1)O2 |
| -1 | C[C@@H]1CN([C@@H](C)CO)C(=O)c2cccc(NC(=O)c3ccncc3)c2O[C@@H]1CN(C)C(=O)Nc1ccc(F)cc1 |
| -5 | Cc1ccc(S(=O)(=O)N(C)C[C@H]2Oc3ccc(NC(=O)CCCN(C)C)cc3C(=O)N([C@@H](C)CO)C[C@@H]2C)cc1 |
| -1 | C[C@@H]1CCCCO[C@H](CN(C)S(=O)(=O)c2ccccc2)[C@@H](C)CN([C@H](C)CO)C(=O)c2cc(NC(=O)NC3CCCCC3)ccc2O1 |
| 1 | COc1ccc(NC(=O)N(C)C[C@H]2Oc3ccc(NS(=O)(=O)c4cccs4)cc3C(=O)N([C@H](C)CO)C[C@@H]2C)cc1 |
| -4 | CCCN(C)C[C@@H]1OCCCC[C@@H](C)Oc2ccc(NS(=O)(=O)c3ccc(OC)cc3)cc2C(=O)N([C@@H](C)CO)C[C@@H]1C |
| -2 | C[C@@H]1CN([C@H](C)CO)C(=O)c2cc(NC(=O)c3ccncc3)ccc2O[C@@H](C)CCCCO[C@H]1CN(C)Cc1ccc(C(F)(F)F)cc1 |
| 5 | C[C@H]1CN([C@@H](C)CO)C(=O)c2cc(-c3cccc(C(=O)N(C)C)c3)cnc2O[C@H]1CN(C)S(=O)(=O)c1ccccc1 |
| -4 | C[C@@H]1CN([C@@H](C)CO)C(=O)c2cc(-c3cccc(C#N)c3)cnc2O[C@H]1CN(C)C |
| 4 | C[C@@H]1CN([C@@H](C)CO)C(=O)c2cc(NC(=O)c3ccccc3)ccc2O[C@@H](C)CCCCO[C@@H]1CN(C)S(=O)(=O)c1ccc(Cl)cc1 |
| -7 | COc1cc(Br)cc(/C=N/NC(=O)c2ccc(C(=O)NO)cc2)c1O |
| -1 | C[C@@H]1CN([C@@H](C)CO)C(=O)c2cc(NC(=O)c3ccncc3)ccc2O[C@H]1CN(C)C(=O)Nc1ccccc1 |
| -2 | O=C(C[C@H]1C=C[C@@H](NC(=O)c2cccc(F)c2)[C@H](CO)O1)Nc1nccs1 |
| -2 | COc1ccc(CN(C)C[C@@H]2Oc3ccc(NC(=O)Nc4ccc(F)cc4)cc3CC(=O)N([C@@H](C)CO)C[C@@H]2C)cc1 |
| -1 | C[C@H](CO)N1C[C@H](C)[C@H](CN(C)Cc2ccccc2)OCCCC[C@H](C)Oc2ccc(NS(=O)(=O)c3cccs3)cc2C1=O |
| 3 | COCCNC(=O)C[C@@H]1C[C@@H]2c3cc(NC(=O)CN(C)C)ccc3O[C@@H]2[C@@H](CO)O1 |
| 0 | COCC(=O)Nc1ccc2c(c1)[C@@H]1C[C@@H](CC(=O)N3CCN(C)CC3)O[C@@H](CO)[C@@H]1O2 |
| 4 | O=C(Nc1ccc(F)cc1)Nc1ccc2c(c1)[C@@H]1C[C@H](CC(=O)N3CCOCC3)O[C@@H](CO)[C@@H]1O2 |
| 3 | C[C@H]1CN([C@@H](C)CO)C(=O)CCCn2cc(nn2)CO[C@@H]1CN(C)C(=O)Nc1ccccc1F |

More compounds.
| NSD2 inh | SMILES |
| --- | --- |
| 2 | C[C@@H]1CN([C@@H](C)CO)C(=O)Cc2cc(NC(=O)NC3CCCCC3)ccc2O[C@@H]1CN(C)S(=O)(=O)c1ccccc1 |
| 1 | C[C@@H]1CN([C@H](C)CO)C(=O)c2cccc(NC(=O)c3ccncc3)c2O[C@H]1CN(C)C(=O)Nc1ccc(C(F)(F)F)cc1 |
| -3 | C[C@@H]1CCCCO[C@@H](CN(C)S(=O)(=O)c2cn(C)cn2)[C@@H](C)CN([C@H](C)CO)C(=O)c2cc(NS(C)(=O)=O)ccc2O1 |
| 1 | C[C@@H]1CN([C@@H](C)CO)C(=O)Cc2cc(NS(C)(=O)=O)ccc2O[C@H]1CN(C)S(=O)(=O)c1cccs1 |
| -5 | CN(C)CC(=O)Nc1ccc2c(c1)[C@@H]1C[C@H](CC(=O)NCc3ccccc3F)O[C@@H](CO)[C@@H]1O2 |
| 6 | C[C@@H]1CCCCO[C@@H](CN(C)C(=O)C2CCCCC2)[C@H](C)CN([C@@H](C)CO)C(=O)c2cc(NS(=O)(=O)c3ccccc3)ccc2O1 |
| -3 | CC(C)CC#Cc1ccc2c(c1)O[C@@H](CN(C)C(=O)Nc1ccccc1F)[C@H](C)CN([C@H](C)CO)S2(=O)=O |
| 2 | C[C@@H]1CN([C@H](C)CO)C(=O)Cc2cc(NC(=O)Cn3cnnn3)ccc2O[C@H]1CN(C)S(=O)(=O)c1cn(C)cn1 |
| -2 | C[C@@H]1CN([C@H](C)CO)C(=O)c2cccc(NC(=O)c3ccc(-c4nccs4)cc3)c2O[C@@H]1CN(C)Cc1ccccc1 |
| 0 | Cc1noc(C)c1S(=O)(=O)Nc1ccc2c(c1)C(=O)N([C@@H](C)CO)C[C@@H](C)[C@@H](CN(C)C(=O)Nc1ccccc1)O2 |
| -3 | C[C@H](CO)N1C[C@H](C)[C@H](CN(C)Cc2ccncc2)OCc2cnnn2CCCC1=O |
| 0 | CCCN(C)C[C@@H]1Oc2cc(C#CC(C)C)ccc2S(=O)(=O)N([C@@H](C)CO)C[C@H]1C |
| 2 | C[C@H](CO)N1C[C@H](C)[C@@H](CN(C)Cc2ccc(C(=O)O)cc2)Oc2ccc(N(C)C)cc2CC1=O |
| -1 | C[C@H]1CN([C@@H](C)CO)C(=O)c2cc(NC(=O)Cn3cnnn3)ccc2O[C@H]1CN(C)C |
| -4 | Cc1ccc(S(=O)(=O)Nc2ccc3c(c2)CC(=O)N([C@@H](C)CO)C[C@H](C)[C@@H](CN(C)C(=O)Nc2ccc(C(F)(F)F)cc2)O3)cc1 |
| 7 | C/C=C/c1ccc2c(c1)O[C@@H](CN(C)C(=O)CN1CCOCC1)[C@H](C)CN([C@@H](C)CO)S2(=O)=O |
| 6 | C[C@H]1CN([C@@H](C)CO)S(=O)(=O)c2ccc(C#CCN(C)C)cc2O[C@@H]1CN(C)S(=O)(=O)c1cccc(F)c1 |
| -2 | COc1ccc(NC(=O)Nc2cccc3c2O[C@H](CN(C)C(=O)NC(C)C)[C@H](C)CN([C@@H](C)CO)C3=O)cc1 |
| -3 | C[C@@H]1CN([C@H](C)CO)C(=O)c2cccc(NC(=O)c3ccncc3)c2O[C@H]1CN(C)S(=O)(=O)c1ccc(Cl)cc1 |
| -3 | COc1ccc(C#Cc2ccc3c(c2)O[C@@H](CN(C)C(=O)NC2CCCCC2)[C@@H](C)CN([C@@H](C)CO)S3(=O)=O)cc1 |
| 4 | C[C@@H]1CN([C@@H](C)CO)C(=O)c2cc(NC(=O)CCCCCC(=O)Nc3ccccc3N)ccc2O[C@H]1CN(C)Cc1ccncc1 |
| 5 | CO[C@H](CN(C)C(=O)Nc1ccc(C(F)(F)F)cc1)[C@@H](C)CN(Cc1ccccc1Cl)[C@H](C)CO |
| 10 | Cc1noc(C)c1S(=O)(=O)Nc1ccc2c(c1)CC(=O)N([C@@H](C)CO)C[C@H](C)[C@H](CN(C)C)O2 |
| 4 | C[C@@H]1CCCCO[C@@H](CN(C)C(=O)c2ccccc2)[C@H](C)CN([C@H](C)CO)C(=O)c2cc(NS(C)(=O)=O)ccc2O1 |
| 0 | C[C@@H]1CN([C@@H](C)CO)C(=O)c2cccc(NS(=O)(=O)c3cccs3)c2O[C@H]1CN(C)S(=O)(=O)c1ccc(Cl)cc1 |
| -1 | CCC(=O)N(C)C[C@H]1Oc2cc(C#CC(C)C)ccc2S(=O)(=O)N([C@H](C)CO)C[C@H]1C |
| 6 | CO[C@H](CN(C)C(=O)c1ccc2c(c1)OCO2)[C@H](C)CN([C@H](C)CO)S(=O)(=O)c1ccc(C)cc1 |
| -4 | C[C@@H]1CN([C@H](C)CO)C(=O)Cc2cc(NS(=O)(=O)c3cn(C)cn3)ccc2O[C@@H]1CN(C)S(=O)(=O)c1ccc(Cl)cc1 |
| -3 | COc1ccc(NC(=O)Nc2ccc3c(c2)CC(=O)N([C@@H](C)CO)C[C@H](C)[C@@H](CN(C)S(=O)(=O)c2ccc(F)cc2)O3)cc1 |
| -1 | COCC#Cc1cnc2c(c1)C(=O)N([C@@H](C)CO)C[C@@H](C)[C@@H](CN(C)Cc1ccccc1F)O2 |

Later entries.
| NSD2 inh | SMILES |
| --- | --- |
| 12 | CNC[C@@H]1Oc2c(NC(=O)C3CCOCC3)cccc2C(=O)N([C@@H](C)CO)C[C@@H]1C |
| -8 | C[C@@H]1CCCCO[C@@H](CN(C)Cc2ccccc2)[C@@H](C)CN([C@H](C)CO)C(=O)c2cc(NC(=O)NC3CCCCC3)ccc2O1 |
| 19 | C[C@H](CO)N1C[C@H](C)[C@H](CN(C)C)Oc2cc(C#Cc3cccc(F)c3)ccc2S1(=O)=O |
| 2 | C[C@@H]1CN([C@@H](C)CO)C(=O)c2cc(C#CC3(O)CCCC3)cnc2O[C@@H]1CN(C)S(=O)(=O)c1ccc(F)cc1 |
| -4 | C[C@H](CO)N1C[C@H](C)[C@H](CN(C)Cc2ccc(-c3ccccc3)cc2)Oc2ccc(NS(=O)(=O)c3ccc(F)cc3)cc2CC1=O |
| -4 | CNC[C@@H]1Oc2ncc(C#Cc3cccc(OC)c3)cc2C(=O)N([C@@H](C)CO)C[C@@H]1C |
| -5 | Cc1ccccc1-c1ccc2c(c1)O[C@@H](CN(C)C(=O)C1CC1)[C@H](C)CN([C@@H](C)CO)S2(=O)=O |
| -1 | COC(=O)C[C@@H]1C[C@H]2c3cc(NC(=O)Cc4ccncc4)ccc3O[C@H]2[C@H](CO)O1 |
| 0 | C[C@@H]1CN([C@@H](C)CO)C(=O)c2cccc(NC(=O)C3CCOCC3)c2O[C@H]1CN(C)Cc1ccc(Cl)c(Cl)c1 |
| -6 | O=C(O)C[C@@H]1C=C[C@H](NC(=O)Nc2ccccc2)[C@@H](CO)O1 |
| 8 | C[C@H]1CN([C@@H](C)CO)S(=O)(=O)c2ccc(C#CCN(C)C)cc2O[C@H]1CN(C)C(=O)CN(C)C |
| -4 | COc1ccc(CN(C)C[C@@H]2OCCCC[C@@H](C)Oc3ccc(NC(=O)Nc4c(C)noc4C)cc3C(=O)N([C@@H](C)CO)C[C@@H]2C)cc1 |
| 1 | COCCOC(=O)N1C(=O)[C@@]2(c3cc(C#CCCO)ccc31)[C@H](C(N)=O)[C@H]1C(=O)O[C@H](c3ccccc3)[C@H](c3ccccc3)N1[C@@H]2c1ccccc1OCCO |
| -3 | COc1ccc(CN(C)C[C@@H]2Oc3ccc(NC(=O)Nc4ccc(F)cc4)cc3C(=O)N([C@H](C)CO)C[C@@H]2C)cc1 |
| 3 | Cc1ccc(S(=O)(=O)Nc2ccc3c(c2)C(=O)N([C@@H](C)CO)C[C@@H](C)[C@H](CN(C)C(=O)Nc2ccccc2)O3)cc1 |
